EBNA-1 inhibitor: blocks EBNA-1 binding to DNA; EBNA-1 DNA binding, fluorescence polarization; inhibition, % at 14.8 µM; 0.34% of 300,000 active; in the data active means inhibition above about 28%
proCasp7 act: activates human procaspase-7, counter-screen for procaspase-3 activators; recombinant procaspase-7, Ac-DEVD-pNA absorbance 405 nm; D23A/D198A/D206A triple mutant, cannot self-cleave; scale: DMSO 0, 5 µM enzyme 100; activation, % at 8.5 µM; P55210; 0.093% of 330,000 active; AID 463210;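 active means percent activation above the screen-wide mean plus 3 SD, cut at about 25% in these data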
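Assay system: Uncleavable procaspase-7 mutant enzyme | Input: 2 µM procaspase-7 mutant as dispensed | Timing: 1 h compound preincubation, 2 h substrate cleavage, 25 °C | Repeats: One well per compound | Control set: DMSO wells as 0%, DMSO with 5 µM added PC-7 as 100% | Technique: Epi-absorbance of released pNA at 405 nm, two timepoints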
RPL19A-GFP yeast: alters RPL19A-GFP fluorescence in TOR pathway yeast screen; 0.3% of 330,000 active; AID 2025; S. cerevisiae RPL19A-GFP strain, flow cytometry, 3 h; active compounds read low; percent response vs DMSO, % at 10 µM;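 active means percent response vs DMSO below 50%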;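 further: median channel GFP fluorescence of the barcoded RPL19A-GFP strain; ratio of sample median GFP to plate DMSO average so 100% = DMSO; lower means less RPL19A-GFP as with rapamycin TOR inhibition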
AHR act: activates the human aryl hydrocarbon receptor | activation, % at 5 µM | AHR-responsive luciferase reporter cells, luminescence | 2.5% of 320,000 active | AID 2796 | P35869; in the data active means activation above about 47%;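 further: 0% = vehicle wells and 100% = reference agonist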
proCasp3 act: activates human procaspase-3; P42574; recombinant procaspase-3 D3A, Ac-DEVD-pNA absorbance 405 nm; activation, % at 8.5 µM; 0.11% of 330,000 active;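 active means activation above the mean of all tested compounds plus 3 SD, cut at about 21% in these data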;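 further: 0% = DMSO alone and 100% = DMSO wells spiked with extra 5 µM PC-3 D3A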
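Assay system – Procaspase-3 D3A mutant · Benchmarks – DMSO low control, extra-enzyme high control · Technique – 405 nm absorbance of p-nitroaniline, reads at 0 and 120 min · Doses – 8.5 µM nominal · Measure – % activation between DMSO and enzyme-spiked controls · Also added – Ac-DEVD-pNA chromogenic peptide substrate · Schedule – 1 h compound preincubation, 2 h substrate hydrolysis at 25 °C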
ZTA DNA inh: blocks Epstein-Barr virus ZTA, an EBNA-1 counter-screen. ZTA-DNA binding, fluorescence polarization. 0.15% of 320,000 active. inhibition, % at 11 µM; in the data active means inhibition above about 33%
LAP4 TOR yeast: yeast TOR pathway LAP4-GFP modulation; GFP response vs DMSO, % at 10 µM; 0.34% of 320,000 active; AID 2023; S. cerevisiae LAP4-GFP multiplex, flow cytometry GFP, 3 h; median GFP as percent of DMSO wells;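 active means GFP response vs DMSO above a set limit, about the screen mean plus 3 SD, cut at about 150% in these data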
MEP2-GFP yeast: modulators of TOR pathway MEP2-GFP in S. cerevisiae. AID 2016. S. cerevisiae MEP2-GFP strain, flow cytometry GFP, 3 h; 100% = DMSO control level. GFP response vs DMSO, % at 10 µM. 0.51% of 330,000 active;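 active means GFP response versus DMSO above a set limit, roughly screen mean plus 3 SD, cut at about 180% in these data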;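 further: median GFP fluorescence of the barcode-gated MEP2-GFP cells per well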
Starred values were filed as active, the others as inactive; . = no result given; [ ] = dose if it differs, or a comment.

Preview:
SMILES	EBNA-1 inhibitor	proCasp7 act	RPL19A-GFP yeast	AHR act	proCasp3 act	ZTA DNA inh	LAP4 TOR yeast	MEP2-GFP yeast
Cc1cccc(NC(=O)CSc2nc(N)c(NC(=O)c3ccccc3F)c(=O)[nH]2)c1	5	-3	97	-1	2	-5	92	91
CCN(Cc1ccncc1)C(=S)Nc1ccc(Cl)cc1	2	-5	102	1	-6	12	103	101
CNc1nc(CC(C)=O)ns1	10	5	98	20	-1	7	98	100

Main list (from the top)
SMILES	EBNA-1 inhibitor	proCasp7 act	RPL19A-GFP yeast	AHR act	proCasp3 act	ZTA DNA inh	LAP4 TOR yeast	MEP2-GFP yeast
Cc1cccc(NC(=O)CSc2nc(N)c(NC(=O)c3ccccc3F)c(=O)[nH]2)c1	5	-3	97	-1	2	-5	92	91
CCN(Cc1ccncc1)C(=S)Nc1ccc(Cl)cc1	2	-5	102	1	-6	12	103	101
CNc1nc(CC(C)=O)ns1	10	5	98	20	-1	7	98	100
COc1cccc2cc(C(=O)C3=C(O)C(=O)N(c4cc(C)on4)C3c3cccs3)oc12 (stereo unspecified)	-1	-22	105	13	-14	-18	82	98
CN(C)c1nc(Oc2ccc(=O)n(-c3ccccc3)n2)nc(N2CCOCC2)n1	-10	-2	101	0	-2	0	99	108
Cc1ccc(Cn2ccc(NC(=O)C3C4CCC(C4)C3C(=O)O)n2)cc1 (stereo unspecified)	12	11	107	0	6	10	111	114
COc1ccc(-c2cc(C(=O)N3CCCCCC3)c3cc(C)ccc3n2)cc1	-3	7	95	16	-3	-4	105	92
O=C(NCc1ccco1)C1CCCN1C(=O)Nc1ccccc1[N+](=O)[O-] (stereo unspecified)	-4	-5	111	-1	4	-2	88	99
COc1cccc(/C=N\NC(=O)c2ccc(Cn3cc(Br)c([N+](=O)[O-])n3)o2)c1O	-33	0	102	7	1	-6	105	102
O=C(CC1C(=O)NCCN1C(=O)Nc1ccc(C(F)(F)F)cc1)Nc1ccc(F)cc1 (stereo unspecified)	-5	1	104	1	-14	-2	108	99
CCCN(CCC)S(=O)(=O)c1ccc(C(=O)N2CCCc3ccccc32)cc1	-8	-6	95	-1	6	9	96	96
Cc1ccc(CN(C)C(=O)CN2C(=O)NC3(CCCC3)C2=O)o1	.	-4	90	-1	-3	-20	89	87
COCCNC(=O)C1CC(=O)N(C2CCCC2)C1 (stereo unspecified)	4	8	96	0	4	9	96	102
O=C(Cn1cncc1-c1ccc([N+](=O)[O-])cc1)Nc1cccc2ccccc12	-11	-1	94	3	-4	-22	87	89
COc1nc2c(c(-c3cc(Br)cs3)c1C#N)Cc1ccccc1-2	-5	0	94	7	-1	2	101	93
CCOC(=O)c1cnc(SC)nc1Oc1cccc(NS(=O)(=O)c2ccc(Cl)cc2)c1	-2	-6	99	0	3	-22	95	108
OCCCn1c(C2CCCN2c2nc(-c3ccc(Cl)cc3)cs2)nc2cc(Cl)c(Cl)cc21 (stereo unspecified)	-1	-4	103	20	4	-6	133	94
N/C(=N\OC(=O)c1ccc(Cl)cc1)c1nonc1N	2	2	97	-11	1	10	121	102
COc1c2ccoc2nc2c(OC)cccc12	-3	5	99	1	-18	-6	108	103
CN(C)c1ccc(/C=N\Nc2ccccn2)cc1	-7	-14	104	11	-23	-3	95	111
CS(=O)(=O)N1CCN(c2ccccc2NC(=O)c2ccc([N+](=O)[O-])o2)CC1	-15	-3	93	-1	-6	3	98	91
NC(=S)N=Nc1c(O)n(CC(=O)Nc2ccccc2)c2ccccc12	0	-2	86	-1	6	-6	.	93
COc1ccc(S(=O)(=O)N2CCc3ccccc32)cc1C(=O)Nc1ccc(NC(C)=O)cc1	.	8	106	5	2	.	113	108
Cc1cc(N=Cc2c(O)n(-c3cccc(Cl)c3)c(=O)c3ccccc23)no1	20	0	.	-5	0	6	.	.

Part of the list above in order of heavy-atom count, low to high:
SMILES	EBNA-1 inhibitor	proCasp7 act	RPL19A-GFP yeast	AHR act	proCasp3 act	ZTA DNA inh	LAP4 TOR yeast	MEP2-GFP yeast
CN(C)c1ccc(/C=N\Nc2ccccn2)cc1	-7	-14	104	11	-23	-3	95	111
NC(=S)N=Nc1c(O)n(CC(=O)Nc2ccccc2)c2ccccc12	0	-2	86	-1	6	-6	.	93
OCCCn1c(C2CCCN2c2nc(-c3ccc(Cl)cc3)cs2)nc2cc(Cl)c(Cl)cc21 (stereo unspecified)	-1	-4	103	20	4	-6	133	94

Fetched one by one from the entries so far (2):
SMILES	EBNA-1 inhibitor	proCasp7 act	RPL19A-GFP yeast	AHR act	proCasp3 act	ZTA DNA inh	LAP4 TOR yeast	MEP2-GFP yeast
Cc1cc(N=Cc2c(O)n(-c3cccc(Cl)c3)c(=O)c3ccccc23)no1	20	0	.	-5	0	6	.	.
CCOC(=O)c1cnc(SC)nc1Oc1cccc(NS(=O)(=O)c2ccc(Cl)cc2)c1	-2	-6	99	0	3	-22	95	108

(cont.)
SMILES	EBNA-1 inhibitor	proCasp7 act	RPL19A-GFP yeast	AHR act	proCasp3 act	ZTA DNA inh	LAP4 TOR yeast	MEP2-GFP yeast
O=C(COC(=O)CC1CCCC1)Nc1ccc(OC(F)F)cc1	11	4	98	2	-4	9	91	95
Cc1ccc(O)c(C(=O)c2cnc3c(c2)c(=O)n(C)c(=O)n3C)c1	-1	9	82	8	2	1	81	102
Cc1ccccc1NC(=O)COC(=O)c1ccccc1SCC(=O)N1CCCC1	-9	-6	109	3	5	-14	102	102
COc1ccc(-c2cc(C3CCN(Cc4ccc([N+](=O)[O-])cc4)CC3)[nH]n2)cc1	-30	8	95	5	-5	-5	96	95
CC1CCCN(c2c3c(nc4ccccc24)CCCC3)C1 (stereo unspecified)	-3	2	99	2	8	19	84	90
CCOC(=O)/C(C#N)=C/Nc1ccsc1C(C)=O	7	0	102	-7	1	-1	114	102
CCOC(=O)c1[nH]c(C)c(/C(O)=C2\C(=O)C(=O)N(CCN(C)C)C2c2ccncc2)c1C (stereo unspecified)	-12	-14	91	3	-3	-1	86	92
Cc1nc(SC(C(=O)c2ccccc2)c2ccccc2)nc2ccccc12 (stereo unspecified)	0	20	91	-1	-2	20	118	112
O=C(O)c1ccc(NC(=S)NC(=O)C(c2ccccc2)c2ccccc2)cc1	5	-1	101	8	3	3	96	103
Cc1ccc(NC(=O)c2ccc3c(=O)n4c(nc3c2)CCC4)cc1F	.	8	94	-2	8	2	97	96
COc1ccc(-n2c(=S)[nH]c3cc(C(=O)Nc4cc(C(N)=O)ccc4OC)ccc3c2=O)c(OC)c1	7	-6	109	-3	2	10	99	111
CCN(CC)S(=O)(=O)c1ccc(C)c(NC(=O)COC(=O)[C@@H]2CCCN2C(=O)c2cccs2)c1	-9	6	119	1	-1	-13	106	108
O=C(NCc1cccs1)c1nc2c(nnn2Cc2ccc(F)cc2)c(=O)[nH]1	8	1	99	-2	7	-6	99	108
Cc1cc(-c2ccc(C(C)C)c(S(=O)(=O)N3CC(=O)Nc4ccccc43)c2)on1	-6	1	97	-1	-1	4	101	101
Cc1ccccc1OCCN1C(=O)NC2(CCCc3ccccc32)C1=O (stereo unspecified)	1	1	92	2	1	6	90	98
O=C(Nc1cc(S(=O)(=O)N2CCOCC2)ccc1N1CCCC1)c1cnccn1	2	-3	98	1	-7	7	89	93
CCNC(=O)c1sc(=S)n(-c2ccc(C)cc2)c1N	11	-9	102	0	1	3	106	109
CC(C)CC1NC(=O)c2ccc(Cl)cc2-n2c1nc1ccc(Cl)cc1c2=O (stereo unspecified)	.	-1	104	8	10	.	100	100
CCOC(=O)C1=NOC(COc2ccccc2C=O)C1 (stereo unspecified)	2	11	102	0	4	3	97	105
CC(C)(C)C1CCc2c(sc(NC(=O)c3ccncc3)c2C(N)=O)C1 (stereo unspecified)	2	4	104	10	2	19	98	108
CC(=C/c1ccccc1)/C=N/n1c(C)n[nH]c1=S	-12	-3	101	3	-2	5	91	92
CC(C)COC(=O)NCCCOC(=O)Nc1ccccc1	-1	3	102	2	2	-1	106	105
CCOC(=O)N1CCc2c(sc3c2c(=O)n(Cc2ccccc2)c(=O)n3CC(=O)NCCOC)C1	12	13	101	-4	1	-23	101	104
CC(C)Oc1ccc(CCc2n[nH]c(=S)n2-c2ccccc2)cc1	-7	-20	90	1	-16	3	114	71
Cn1c(=O)cc(OCC(=O)Nc2ccccn2)c2ccccc21	5	-2	94	2	4	2	101	101
CC(C)(C)c1ccc(C(=O)NCC(=O)NCc2ccccn2)cc1	.	-12	91	30	1	-20	97	102
CCc1ccccc1NC(=O)Cn1ccn(-c2ccc(OC)cc2)c(=O)c1=O	-6	-10	106	-2	-7	0	99	103
O=C(CSc1nc(O)c(Cc2ccccc2)c(=O)[nH]1)Nc1nc2c(s1)CCCC2	6	-8	96	1	5	3	112	96
O=C(Cn1[nH]c(=O)c2ccccc2c1=O)Nc1cccnc1	-1	17	98	37	19	-13	110	122
CCOC(=O)c1ccc(NC(=O)CCNC(=O)c2ccc([N+](=O)[O-])cc2)cc1	-3	5	99	0	-1	2	97	105
CCN1C(=O)c2ccccc2S(=O)(=O)c2ccc(C(=O)NCc3cccnc3)cc21	-1	8	99	16	2	3	78	96
CC(C)C(=O)Nc1ccc(NC(=O)CCc2ccccc2)cn1	8	-8	100	0	-1	4	93	94
COc1cc(S(=O)(=O)NC2CCCCC2)ccc1Cl	-11	2	105	4	0	4	104	102
COc1ccc(CCn2c(O)cc3nn(-c4nc5ccccc5s4)c(=O)c-3c2C)cc1	19	-5	95	2	0	9	108	97
Cc1ccccc1C(=O)N1CCc2cc(-c3nc(NC(=O)Cc4ccc5c(c4)OCO5)sc3C)ccc21	-3	4	109	1	4	11	99	108
COc1ccc(NC2CCCN(C(=O)CCc3cn[nH]c3)C2)cc1 (stereo unspecified)	13	9	103	-6	3	10	96	93
CCc1nnc(NS(=O)(=O)c2ccc(N/C=C\C(=O)c3ccc4ccccc4c3)cc2)s1	3	1	109	8	2	-6	95	99
CN(C)/C=C/C(=O)c1ccc(-n2cccc2)cc1	-2	1	104	4	1	11	97	103
COc1cc(SC)ccc1C(=O)Nc1ccc(C)cc1	7	5	95	25	0	19	112	71
Cc1cc(C(F)F)n2ncc(C(=O)NC3CCCCCC3)c2n1	7	14	106	6	5	11	104	113
S=C1NC[C@H](Cc2ccccc2)N1CCCCC1CCCCC1	-1	2	90	2	3	-13	116	88
CCOC(=O)C1=C(C)NC(=O)NC1c1c(OC)ccc2ccccc12 (stereo unspecified)	3	9	106	1	13	21	93	110
CCOC(=O)C1C(=O)NC(N2CCN(CC)CC2)=NC1c1ccccc1 (stereo unspecified)	2	8	94	1	1	11	96	95
COc1ccc(N2C(=O)[C@H]3[C@@H](C2=O)C2c4ccccc4C=NN2[C@H]3C(=O)C(C)(C)C)cc1 (stereo partly specified)	-1	1	90	-1	4	-11	98	90
CCOc1ccc2nc(NC(=O)CSc3ccccc3)sc2c1	-9	3	101	11	3	-14	102	108
C/C(=N/NC(=O)c1ccc(C)nc1)c1ccc2c(c1)CCCC2	0	14	106	14	1	1	95	101
N#Cc1nc(-c2ccco2)oc1NCc1ccccc1Cl	-11	6	98	3	-5	-15	99	102
CN(Cc1ccccc1)C(=O)Cn1nc(C(F)(F)F)c2c1CCC2	-6	2	98	14	-2	11	100	110
NC(=O)C1CCN(C(c2ccccc2F)c2nnnn2Cc2ccco2)CC1 (stereo unspecified)	-7	-11	104	-1	-16	-13	89	105
CC(C)Nc1ncnc2c1cnn2Cc1ccc(Cl)cc1	10	-5	64[may fluoresce violet]	-1	0	3	90[may fluoresce violet]	247*[may fluoresce violet]
COc1ccc(-n2nc3c(c2NC(C)=O)CS(=O)(=O)C3)cc1	0	9	98	-2	-1	24	81	99
CCOCCCNC(=O)C(NC(=O)Cc1cccs1)c1ccc(Cl)cc1 (stereo unspecified)	-9	-1	97	-2	-2	-14	98	105

Screens deposited in PubChem by several laboratories.

Hits appear at their usual frequency. Share with any hit: about 3.8%.
